Screens (PubChem BioAssay)
hIAP inh: blocks human intestinal alkaline phosphatase | P09923 | purified IAP, CDP-Star luminescence, 30 min | inhibition, % at 10 µM | actives 0.12% (n = 330,000) | AID 2544;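 active = inhibition reaching a set limit with compound at 10 µM in the primary screen, cut at about 35% in these data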;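 note: plate controls were DMSO wells with enzyme for no effect and no-enzyme buffer wells for full effect; values of inactives mirror those of a sister screen read the other way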
Target sequence (P09923 whole entry, looked up): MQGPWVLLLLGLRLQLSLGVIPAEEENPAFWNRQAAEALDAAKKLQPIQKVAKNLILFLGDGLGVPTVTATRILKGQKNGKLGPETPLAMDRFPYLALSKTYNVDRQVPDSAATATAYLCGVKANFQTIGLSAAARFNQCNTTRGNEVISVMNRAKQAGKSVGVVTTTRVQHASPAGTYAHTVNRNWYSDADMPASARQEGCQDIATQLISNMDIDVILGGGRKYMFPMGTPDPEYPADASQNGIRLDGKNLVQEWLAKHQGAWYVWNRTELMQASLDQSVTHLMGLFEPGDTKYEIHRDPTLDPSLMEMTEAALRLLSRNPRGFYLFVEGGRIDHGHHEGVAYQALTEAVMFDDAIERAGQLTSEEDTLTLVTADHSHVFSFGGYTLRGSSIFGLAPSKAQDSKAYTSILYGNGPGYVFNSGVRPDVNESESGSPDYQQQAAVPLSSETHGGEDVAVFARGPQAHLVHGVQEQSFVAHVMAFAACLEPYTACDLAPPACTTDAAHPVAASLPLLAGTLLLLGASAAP
ATG4B inhibitor: blocks human ATG4B protease cleavage of LC3 substrate; actives 0.51% (n = 340,000); Q9Y4P1; ATG4B cleavage of LC3-PLA2, NBD-HPC fluorescence, 1 h; inhibition, % at 8.33 µM; in the data active = inhibition above about 40%
HKDC1 inhibitor: blocks human hexokinase HKDC1 activity; actives 0.16% (n = 340,000); AID 493160; inhibition, % at 20 µM; Q2TB90; recombinant HKDC1, G6PDH/diaphorase resazurin coupled fluorescence;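 active = inhibition above about 35% when tested at 20 µM, limit read from the data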;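 note: plate controls were DMSO wells with enzyme for no effect and DMSO wells lacking enzyme for full effect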
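Material: recombinant HKDC1 hexokinase; Amount: HKDC1 at 5 µg/mL; Medium: Tris pH 8.0 buffer with MgCl2, Tween-20, BSA, BME; Schedule: 90 min reaction incubation at room temperature, dark; Technique: coupled resazurin fluorescence, excitation 525 nm, emission 613 nm.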
A3A deaminase: human APOBEC3A DNA deaminase inhibition | P31941 | AID 493011 | actives 0.41% (n = 330,000) | recombinant A3A, FAM/TAMRA ssDNA deamination fluorescence | inhibition, % at 20 µM;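 active = at least 40% inhibition at 20 µM here, with at most 30% in a related deaminase screen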;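 note: plate controls were A3A with DMSO for no effect and wells lacking A3A enzyme for full effect; some results filed as inactive read as strong as hits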
Target sequence (P31941 whole entry, looked up): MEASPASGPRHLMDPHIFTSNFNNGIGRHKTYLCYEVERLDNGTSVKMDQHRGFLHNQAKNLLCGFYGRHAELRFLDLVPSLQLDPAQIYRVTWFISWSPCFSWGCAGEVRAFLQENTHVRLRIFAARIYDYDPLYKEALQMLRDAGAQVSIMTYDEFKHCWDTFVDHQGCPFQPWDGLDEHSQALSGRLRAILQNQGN
mIAP activ: increases mouse intestinal alkaline phosphatase activity. muIAP, CDP-Star luminescence, 30 min; active compounds read high; 1 = vehicle-only enzyme signal, 0 = enzyme-free wells. activation factor at 10 µM. actives 0.24% (n = 330,000);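 active = activation factor of at least 2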; note: the source names both 10 and 20 µM as test concentration; values of inactives mirror those of a sister screen read the other way
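also added = chemiluminescent substrate CDP-Star | test system = mouse IAP enzyme | signal = chemiluminescence readout | compound = DMSO-dissolved test compounds | incubation = 30 min at room temperature | benchmarks = DMSO wells, no-enzyme wells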
PfGluPho inh: PfG6PD (Plasmodium falciparum) enzyme inhibition. AID 504690. inhibition, % at 20 µM. PfGluPho enzyme, NADPH resazurin-diaphorase fluorescence. actives 0.78% (n = 350,000);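 active = inhibition reaching at least a set limit at 20 µM in the primary screen, cut at about 59% in these data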;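 note: 0% = DMSO wells with substrate and 100% = DMSO wells lacking glucose-6-phosphate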
mIAP inh: mouse IAP inhibition; purified mouse IAP, CDP-Star luminescence, 30 min; inhibition, % at 10 µM; actives 0.2% (n = 330,000); AID 2806;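 active = inhibition of at least 40% at 10 µM in the primary screen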;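 note: plate controls were DMSO with enzyme for no effect and no enzyme wells for full effect; values of inactives mirror those of a sister screen read the other way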
hIAP act: increases human intestinal alkaline phosphatase activity. actives 0.16% (n = 330,000). activation factor at 10 µM. purified human IAP, CDP-Star luminescence, 30 min; active compounds read high; 1 = vehicle-only enzyme, 0 = enzyme-free background;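 active = activation factor of the enzyme at least 2-fold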; note: the source names both 10 and 20 µM as test concentration; values of inactives mirror those of a sister screen read the other way
Starred values were filed as active, the others as inactive; · = not tested or not shown.

Every second line gives: mIAP activ | hIAP act | HKDC1 inhibitor | A3A deaminase | ATG4B inhibitor | PfGluPho inh | hIAP inh | mIAP inh
> COc1ccc2oc(=O)cc(CN3CCOCC3)c2c1
    0.97 | 1.5 | 4 | -3 | 2 | -6 | -46 | 3
> Cc1c(OC(C)C(=O)NCC2CCC(C(=O)O)CC2)ccc2c(-c3ccccc3)cc(=O)oc12 (stereo not given)
    0.98 | 0.97 | -2 | -2 | -15 | -7 | 3 | 2
> N#CC(C(=O)OCc1ccccc1)c1nc2ccccc2nc1N1CCOCC1 (stereo not given)
    0.95 | 0.94 | 0 | 0 | -1 | -14 | 6 | 5
> Cc1cc(C)nc(CCNC(=O)c2cc(COc3c(F)cccc3F)on2)n1
    0.92 | 0.9 | -6 | -2 | 8 | -1 | 10 | 8
> COC(=O)CC1C(=O)NCCN1C(=O)c1ccc(Cl)cc1 (stereo not given)
    1.1 | 1.1 | -4 | -2 | 2 | -8 | -9 | -6
> COc1cccc(NC(=O)C2CC(=O)N(C)C(=Nc3cccc(F)c3)S2)c1 (stereo not given)
    1.3 | 0.82 | -5 | -2 | -6 | -3 | 18 | -26
> O=C(CNC(c1ccccc1)c1ccccc1)Nc1ccccc1F
    1 | 0.95 | -1 | -3 | -1 | -21 | 5 | -4
> CN1C(=O)CC(C(=O)O)SC1=Nc1cc(Cl)cc(Cl)c1 (stereo not given)
    0.93 | 0.9 | -4 | -2 | -2 | -16 | 10 | 7
> COc1ccccc1C1CC(c2ccccc2)=NN1C(=O)c1ccccc1 (stereo not given)
    0.91 | 0.81 | 3 | -1 | 0 | -19 | 19 | 9
> Clc1cccc(-c2nnc(SCc3nc4ccccc4[nH]3)n2Cc2ccco2)c1
    0.87 | 1.2 | -1 | 0 | 14 | -6 | -23 | 13
> Cc1ccc(NC(=O)CN2C(=O)NC3(CCCc4ccccc43)C2=O)c([N+](=O)[O-])c1 (stereo not given)
    1.1 | 1.2 | -3 | -3 | -4 | 4 | -15 | -6
> Cc1cc(-n2c(C)cc(C(=O)COc3ccc([N+](=O)[O-])cc3)c2C)no1
    1 | 1 | -13 | -1 | 0 | 14 | -2 | -4
> CCC(C(=O)OC)n1c(-c2ccccc2)nc2ccccc2c1=O (stereo not given)
    0.95 | 0.8 | -6 | 2 | -2 | 2 | 20 | 5
> CCCCNC(=S)N/N=C/C1=CCC2CC1C2(C)C (stereo not given)
    0.98 | 0.95 | -2 | -1 | 4 | 13 | 5 | 2
> CCCCc1nc2ccccc2c(=O)n1NC(=O)c1c(O)c2cccc3c2n(c1=O)CC3
    0.99 | 0.99 | 7 | -10 | -2 | -3 | 1 | 1
> CCOC(=O)N1CCN(C(=O)CCc2ccc(S(=O)(=O)NC(C)C)cc2)CC1
    1 | 1.2 | -7 | 0 | -9 | 5 | -22 | -2
> COc1ccc(NC(=O)c2sc3nc(Cc4ccccc4)cc(C(F)(F)F)c3c2N)cc1OC
    0.81 | 1 | -3 | -2 | 1 | 9 | -2 | 19
> O=C(CSC(=S)N1CCSCC1)c1ccc(Cl)cc1
    0.85 | 0.93 | -6 | -1 | 12 | 4 | 7 | 15
> O=C(Cn1c(CO)nc2ccccc21)Nc1ccccc1Cl
    1 | 0.98 | 3 | 1 | -9 | -3 | 2 | -1
> CCOC(=O)Cc1csc(NC(=O)c2ccc(C)o2)n1
    1 | 1.2 | -8 | -6 | 1 | -3 | -20 | -1
> Cn1c(C(=O)NC2CCCCC2)cc2c(=O)n(C)c3ccccc3c21
    1.1 | 0.93 | 4 | -4 | 0 | 25 | 7 | -8
> COc1cccc(N2CC(C(=O)N3CCC4(CC3)CC(=O)c3ccccc3O4)CC2=O)c1 (stereo not given)
    1 | 1 | -2 | -2 | 1 | -3 | -3 | -2
> Nc1cc(=O)[nH]c(=S)n1-c1cccc(C(F)(F)F)c1
    0.96 | 0.81 | -5 | -1 | 4 | -12 | 20 | 4
> O=C(COC(=O)C1(c2ccc(F)cc2)CCCC1)Nc1ncc(C(F)(F)F)cc1Cl
    0.92 | 0.88 | 7 | 23 | -3 | 8 | 12 | 8
> CCN(C(=O)COC(=O)c1ccc(Cl)nc1)C1CCS(=O)(=O)C1 (stereo not given)
    1 | 1.1 | 2 | -1 | -5 | -10 | -5 | -4
> O=C(CC1C(=O)NCCN1Cc1cccc(Oc2ccccc2)c1)NCCc1ccccn1 (stereo not given)
    1.1 | 1 | 3 | 1 | 13 | -9 | -3 | -10
> CC1(OC(=O)c2cccs2)C(=O)C=C2C=C(c3ccsc3)OC=C2C1=O (stereo not given)
    0.75 | 0.89 | · | 21 | · | · | 11 | 25
> Cc1cc(C)n(-c2nc3sc4c(c3c3nnc(SC(C)C)n23)CC(C)(C)OC4)n1
    0.98 | 0.91 | 5 | -2 | -4 | -6 | 9 | 2
> CC(Nc1nc2ncn(Cc3ccccc3)c2c(=O)[nH]1)C(=O)O (stereo not given)
    0.97 | 0.87 | -6 | -4 | -7 | 8 | 13 | 3
> COC(=O)c1sc2nc(CN3CCN(c4cccc(C(F)(F)F)c4)CC3)[nH]c(=O)c2c1C
    0.86 | 1.2 | 11 | -1 | 4 | -3 | -16 | 14

Entries listed so far with fluorine, in the order listed:
Every second line gives: mIAP activ | hIAP act | HKDC1 inhibitor | A3A deaminase | ATG4B inhibitor | PfGluPho inh | hIAP inh | mIAP inh
> Cc1cc(C)nc(CCNC(=O)c2cc(COc3c(F)cccc3F)on2)n1
    0.92 | 0.9 | -6 | -2 | 8 | -1 | 10 | 8
> COc1cccc(NC(=O)C2CC(=O)N(C)C(=Nc3cccc(F)c3)S2)c1 (stereo not given)
    1.3 | 0.82 | -5 | -2 | -6 | -3 | 18 | -26
> O=C(CNC(c1ccccc1)c1ccccc1)Nc1ccccc1F
    1 | 0.95 | -1 | -3 | -1 | -21 | 5 | -4
> COc1ccc(NC(=O)c2sc3nc(Cc4ccccc4)cc(C(F)(F)F)c3c2N)cc1OC
    0.81 | 1 | -3 | -2 | 1 | 9 | -2 | 19
> Nc1cc(=O)[nH]c(=S)n1-c1cccc(C(F)(F)F)c1
    0.96 | 0.81 | -5 | -1 | 4 | -12 | 20 | 4
> O=C(COC(=O)C1(c2ccc(F)cc2)CCCC1)Nc1ncc(C(F)(F)F)cc1Cl
    0.92 | 0.88 | 7 | 23 | -3 | 8 | 12 | 8
> COC(=O)c1sc2nc(CN3CCN(c4cccc(C(F)(F)F)c4)CC3)[nH]c(=O)c2c1C
    0.86 | 1.2 | 11 | -1 | 4 | -3 | -16 | 14

(cont.)
Every second line gives: mIAP activ | hIAP act | HKDC1 inhibitor | A3A deaminase | ATG4B inhibitor | PfGluPho inh | hIAP inh | mIAP inh
> CC1CCN(c2nc(N(C)c3ccccc3)nc(N)c2[N+](=O)[O-])CC1
    0.94 | 0.88 | -3 | 2 | -2 | 2 | 12 | 6
> Cc1noc(C)c1S(=O)(=O)N1CCC(C(=O)N2CCN(c3ccc(Cl)cc3)CC2)CC1
    1.1 | 0.85 | -1 | 1 | -20 | -3 | 15 | -6
> CSc1nnc(-c2sccc2OCc2ccc(C)cc2)n1C
    0.98 | 0.94 | -7 | 1 | -2 | -7 | 6 | 2
> O=C(O)COc1cccc(NC(=O)c2ccccc2)c1
    1 | 1.1 | -4 | 7 | -7 | -9 | -14 | -3
> O=C1CN(C(=O)COc2ccc(Cl)c(Cl)c2)c2ccccc2N1
    0.97 | 0.88 | 4 | 3 | 8 | -7 | 12 | 3
> COc1ccccc1C(=O)Nc1ccnn1C1CCN(C(=O)c2ccoc2)CC1
    0.94 | 0.97 | -5 | -5 | 4 | -7 | 3 | 6
> O=C(c1ccccc1)N1CCN(C(=S)NCCc2ccccc2)CC1
    1 | 0.87 | 7 | -2 | 5 | -3 | 13 | -3
> c1ccc(CC2CNc3ccccc3CN2)cc1 (stereo not given)
    0.98 | 1.1 | -6 | -5 | -4 | 8 | -8 | 2
> O=C(COC(=O)c1cccs1)NCC1CCCO1 (stereo not given)
    0.99 | 0.97 | -6 | -2 | -2 | -6 | 3 | 1
> CC1(C)Oc2ccc3ccc(=O)oc3c2C(/C=N/O)=C1Cl
    0.94 | 1.1 | -2 | 67* | 3 | -6 | -10 | 6
> Nc1nc(Nc2cccc(Cl)c2)nc(NCc2ccco2)c1[N+](=O)[O-]
    0.93 | 0.76 | 3 | 2 | 15 | 19 | 24 | 7
> CCOC(=O)N1CCN(c2c(-c3ccccc3)c3cc(Cl)ccc3[nH]c2=O)CC1
    0.95 | 1.2 | -9 | 0 | -6 | 16 | -16 | 5
> c1ccc(Cn2cc(CNc3ccccc3)nn2)cc1
    0.96 | 1.2 | 1 | -1 | -6 | 18 | -18 | 4
> CCn1nnnc1SCC(=O)N1c2ccccc2Sc2ccccc21
    1 | 1.2 | -2 | 6 | -1 | -6 | -17 | -1
> CN1C(=O)C2(c3ccccc31)N(C)CC(c1ccccn1)C21SC(=S)N(Cc2ccco2)C1=O (stereo not given)
    1 | 0.93 | 3 | -6 | -19 | 12 | 7 | -2
> CC(NC(=O)NC1CCCCC1)C(c1cccs1)N1CCN(Cc2ccccc2)CC1 (stereo not given)
    1.6 | 0.89 | -6 | -1 | -4 | 0 | 11 | -63
> COc1cc(-c2noc(C)n2)cc(OC)c1OC
    1.3 | 1.1 | -4 | -2 | 0 | 2 | -6 | -25
> CCCCOc1ccc(C(=O)N/C(=C\c2ccc([N+](=O)[O-])cc2)C(=O)OCc2ccco2)cc1
    1 | 0.87 | 4 | -2 | -3 | 4 | 13 | -1
> COc1ccc(-c2nc(SCc3ccccc3)n(S(C)(=O)=O)n2)cc1
    0.89 | 0.96 | -2 | 4 | -2 | 8 | 4 | 11
> O=C(OCc1ccc(Cl)c(Cl)c1)c1cnccn1
    1.1 | 0.9 | 0 | 0 | -1 | -15 | 10 | -9
> O=C(CSc1nc2ncccc2[nH]1)c1ccc2c(c1)OCO2
    0.84 | 0.9 | -7 | -6 | 5 | 6 | 10 | 16
> COc1ccc(OCC(=O)NNC(=S)NC(=O)c2ccc([N+](=O)[O-])cc2)cc1
    0.74 | 1.1 | -6 | -7 | -12 | 18 | -6 | 26
> Cn1ccnc1C1CCCCN1C(=O)c1cc(COc2ccc(F)cc2F)on1 (stereo not given)
    1.1 | 0.93 | -4 | -6 | 10 | -7 | 7 | -7
> CC(Nc1nc(-c2ccccc2F)nc2ccccc12)c1ccccc1 (stereo not given)
    1 | 0.89 | -1 | -3 | 1 | 19 | 11 | -3
> Cc1ccc2nc(SCC(=O)Nc3ccccc3F)nc(=O)n2c1
    1 | 1 | -3 | -1 | 6 | 6 | -2 | -1
> CCOC(=O)C1(C(F)(F)F)N=C(c2cccnc2)OC(N2CCOCC2)=N1 (stereo not given)
    1.1 | 1.7 | -3 | -5 | -9 | -2 | -68 | -7
> Cc1ccc(NC(=O)CN2C(=O)NC3(CCCC3)C2=O)c(Cl)c1
    0.92 | 0.98 | -7 | 1 | -8 | -20 | 2 | 8
> O=[N+]([O-])c1cccc(CSc2cccc[n+]2[O-])c1
    1 | 1.1 | -10 | -2 | -8 | 15 | -6 | -5
> CN(C)C(CNC(=O)CCNC(=O)c1ccccc1Cl)c1ccco1 (stereo not given)
    0.91 | 1.1 | -5 | -6 | 2 | -14 | -8 | 9
> Cc1cc2ncn(S(=O)(=O)c3ccc(F)cc3)c2cc1C
    0.96 | 0.85 | -3 | -5 | 0 | -6 | 14 | 4
